High-throughput results: PubChem BioAssay, National Center for Advancing Translational Sciences (NCATS)
APEX1 inh: inhibitors of human APE1 endonuclease; Potency, µM (highest dose often 65.8 µM), without a hit: top-dose activity change, negative = inhibition, most hits filed as inhibitors; AID 2517; P27695; 350,000 compounds, 0.35% hits; recombinant APE1, TAMRA/BHQ-2 abasic DNA cleavage fluorescence;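 note: potency is the fitted concentration of half-maximal effect; plate controls were vehicle for no effect and reference inhibitor for full effect; nearly all actives have a fitted effect of over 55% in size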
Target sequence (P27695 whole entry, looked up): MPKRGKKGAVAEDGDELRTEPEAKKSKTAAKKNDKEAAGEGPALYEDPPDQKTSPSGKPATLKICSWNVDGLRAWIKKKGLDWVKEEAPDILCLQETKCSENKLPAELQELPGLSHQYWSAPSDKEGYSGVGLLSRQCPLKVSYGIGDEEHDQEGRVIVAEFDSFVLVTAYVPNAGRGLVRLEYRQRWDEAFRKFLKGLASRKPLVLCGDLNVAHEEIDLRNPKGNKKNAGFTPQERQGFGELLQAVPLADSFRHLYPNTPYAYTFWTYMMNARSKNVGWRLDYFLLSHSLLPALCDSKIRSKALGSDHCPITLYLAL
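0.75 nM APE1 + cpd, 15 min RT; start w/ 50 nM TAMRA/BHQ-2 THF-abasic dsDNA; kinetic fluor 525/598 nm ×3 reads @60 s; Δ(read3−read1); normalized to DMSO and NSC13755 control wells.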
RGS4 inhibitor: human RGS4 inhibition; P49798; Transcreener GDP fluorescence polarization, RGS4-accelerated GTP hydrolysis; Potency, µM (highest dose often 114 µM), for the others: at the top dose activity change, negative = inhibition, most hits filed as inhibitors; 390,000 compounds, 0.039% hits; AID 504845; note: potency is the fitted concentration of half-maximal effect; % is set by controls: 0 for no effect and ±100 for the full control effect; nearly all actives have a fitted effect of over 75% in size; some results filed as inactive show a strong effect at the top dose
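MLSMR compounds (23 nl, pin-transferred) preincubated 10 min at room temperature with a 500nM (2x) first reagent, then RGS4 at 900nM (2x) plus Transcreener GDP mix added; fluorescence polarization (620/688 nm) read before and after 90 min at 30 °C.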
Apoferritin bind: binds horse apoferritin like a general anesthetic; P02791; apoferritin/1-aminoanthracene competitive binding, fluorescence; Potency, µM (titrated, usually from 77.5 µM), for inactives: at the top dose activity change, negative = displacement, most hits filed as inhibitors; 350,000 compounds, 0.074% hits; note: potency is the fitted concentration of half-maximal effect; % is set by controls: 0 for no effect and ±100 for the full control effect; nearly all actives have a fitted effect of over 20% in size
Target sequence (P02791 2-175 limits assumed): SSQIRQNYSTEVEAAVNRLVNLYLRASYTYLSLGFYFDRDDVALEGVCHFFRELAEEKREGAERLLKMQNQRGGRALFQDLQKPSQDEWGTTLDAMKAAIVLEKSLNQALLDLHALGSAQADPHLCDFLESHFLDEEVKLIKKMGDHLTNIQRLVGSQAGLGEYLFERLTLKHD
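Steps: apoferritin (10 uM) was premixed with half-saturated 1-AMA in PBS, compounds were pin-transferred, plates stood 10 min at room temperature, fluorescence was read at 380/535 nm, and curves were fitted with a Hill equation.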
POLK inh: blocks human DNA polymerase kappa activity. Q9UBT6. purified Pol kappa, fluorescent DNA synthesis assay, 10 min. Potency, µM (doses to about 107 µM), without a hit: at the highest dose activity, negative = inhibition, hits mostly inhibitors. 400,000 compounds, 0.53% hits. AID 588579; note: potency is the fitted concentration of half-maximal effect; % is set by controls: 0 for no effect and ±100 for the full control effect
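Enzyme at 10 nM met test compounds for 15 min at room temperature. Substrate addition (50 nM final) began the reaction, which was monitored by fluorescence at 0 and 10 min.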
Pol eta inh: inhibitors of human DNA polymerase eta; recombinant Pol eta, fluorescent DNA replication assay; Potency, µM (highest dose often 114 µM), for inactives: at the highest dose activity change, negative = inhibition, hits mostly inhibitors; 390,000 compounds, 1.2% hits; Q9Y253; note: potency is the fitted concentration of half-maximal effect; % is set by controls: 0 for no effect and ±100 for the full control effect
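Pol eta (10 nM) was preincubated with compounds for 15 min at room temperature, after which fluorescent replication substrate (50 nM final) was added to start the reaction. Fluorescence was read kinetically at 0 and 10 min.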
LDHA block: LDHA (human) enzyme inhibition | P00338 | purified LDHA, NADH/diaphorase-resazurin fluorescence; active compounds read low | activity change, % (values are at about 110 or 230 µM) | 480,000 compounds, 0.15% hits; in the data active = activity change below about -30%; inconclusive = mostly about -25% to -30%;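 note: plate controls were DMSO wells for no effect and wells without enzyme for full effect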
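Enzyme activity of human lactate dehydrogenase 5 (2 nM; 0.06 mM NADH, 0.2 mM pyruvate, 5 min, RT) is measured via a resazurin/diaphorase fluorescence readout of residual NADH.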
POLB inh: inhibitors of human DNA polymerase beta. Potency, µM (top dose mostly 114 µM), for inactives: at the highest dose activity change, negative = inhibition, hits mostly inhibitors. P06746. Pol beta primer extension/strand displacement, fluorescence kinetic. 340,000 compounds, 1.3% hits; note: potency is the fitted concentration of half-maximal effect; % is set by controls: 0 for no effect and ±100 for the full control effect
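Pol beta (10 nM) was preincubated with compound for 15 min at room temperature. The reaction was then started with 50 nM substrate and read immediately and after a further 10 min at room temperature.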
ALOX12 inh: ALOX12 (human) lipoxygenase inhibition. AID 1671190. purified 12hLO, xylenol orange hydroperoxide absorbance. 580,000 compounds, 1.1% hits. Potency, µM (highest dose often 108 µM), for the others: at the highest dose activity change, negative = inhibition, most hits filed as inhibitors. P18054; note: potency is the fitted concentration of half-maximal effect; % is set by controls: 0 for no effect and ±100 for the full control effect
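Purified human 12hLO (150 nM final) in 25 mM Hepes, 0.01% Triton X-100, pH 7.0 was preincubated 15 min at room temperature with compound. Then 40 uM arachidonic acid was added, 30 min. Hydroperoxide was read by Fe-XO absorbance ratio 573/405 nm.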
ERG-DNA inh: blocks human ERG Ets domain binding to DNA | P11308 | Potency, µM (titrated, usually from 76.9 µM), for the others: top-dose FP activity, negative = inhibition, usual class: inhibitors | fluorescence polarization, His-ERG Ets domain / labelled DNA | 370,000 compounds, 0.028% hits; active = well fitted inhibition curve with a large enough effect in the polarisation, with a control signal flat; inconclusive = small, poorly fitted or top-dose-only effect, or effect the other way, or a change in a side signal; inactive = no such curve, though single readings can be large or run the other way; the % refers to the polarisation;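 note: polarization taken with two DNA probes labelled with fluorescein and Texas red; potency is the fitted concentration of half-maximal effect; % of control where 0% means no effect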
Target sequence (P11308 whole entry, looked up, the tested form may be a part): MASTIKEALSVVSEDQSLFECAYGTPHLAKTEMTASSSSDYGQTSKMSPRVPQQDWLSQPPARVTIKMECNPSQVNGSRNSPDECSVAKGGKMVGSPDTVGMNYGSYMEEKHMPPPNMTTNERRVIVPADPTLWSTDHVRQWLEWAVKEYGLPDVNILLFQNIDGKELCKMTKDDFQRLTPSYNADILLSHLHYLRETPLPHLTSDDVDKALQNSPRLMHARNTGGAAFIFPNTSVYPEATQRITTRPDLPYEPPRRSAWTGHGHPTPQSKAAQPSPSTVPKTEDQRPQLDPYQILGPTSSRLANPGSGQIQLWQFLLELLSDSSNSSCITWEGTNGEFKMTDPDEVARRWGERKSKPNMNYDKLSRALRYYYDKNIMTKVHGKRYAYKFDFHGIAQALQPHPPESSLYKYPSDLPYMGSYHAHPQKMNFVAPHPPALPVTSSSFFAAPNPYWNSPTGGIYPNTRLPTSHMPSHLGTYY
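His-tagged ERG Ets domain (1 uM in the protein solution; 300mM KCl, 50mM Tris-HCl, 1mM EDTA, 1mM DTT, pH 7.5) received compound, then a probe mix of 5 nM fluorescein-DNA and 100nM Texas-615-DNA. Fluorescence polarization was read for both dyes.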
Active calls of the source: *; ? = inconclusive; nt = no result given; & = joins results of further samples; [ ] = remark or other dose. Unless noted, calls come from the whole dose curve; as a rule, active = well fitted curve in the direction sought with a large enough effect; inconclusive = small, poorly fitted or top-dose-only effect, or another doubt; inactive = no such curve, though single readings can be large; an effect the other way counts as inactive or inconclusive. The list is partial (hit frequency here may not be typical).

SMILES	APEX1 inh	RGS4 inhibitor	Apoferritin bind	POLK inh	Pol eta inh	LDHA block	POLB inh	ALOX12 inh	ERG-DNA inh
CN(C)c1ccc(NC(=O)CN2CCN(c3ccc(F)cc3)CC2)cc1	37%	-17%	-6%	-7%	-9%	-2	-21%	17%	1%
CCc1ccc(N(C(=O)CCC(=O)Nc2cc(C)on2)C(C(=O)NC2CCCC2)c2ccco2)cc1 (centres undefined)	1%	-22%	-4%	-4%	-13%	0	8%	?	-11%
CCOC(=O)C1=C(C)NC(=O)NC1c1ccc(OCC(N)=O)cc1 (centres undefined)	-1%	-24%	-3%	6%	-3%	2	12%	477%[activator]	1%
COc1ccc(C2CC(=O)c3cnc4c(-c5ccccc5)c(C)nn4c3C2)c(OC)c1 (centres undefined)	nt	-25%	-1%	12%	-1%	-4	27%	-10%	0%
Cc1cccc(-n2nnnc2SC(C)C(=O)NCCC2=CCCCC2)c1 (centres undefined)	-2%	7%	-4%	-13%	5%	5	4%	?	-15%
O=C(Cn1c(=O)n(-c2ccc(F)cc2)c(=O)c2sccc21)NC1CCCCC1	4%	-22%	0%	-3%	-7%	-2	-2%	14%	11%
COc1ccccc1NS(=O)(=O)c1ccc(NC(=O)c2ccncc2)cc1	-7%	-13%	-8%	-8%	-3%	-11	0%	0%	-8%
O=C(NCCCO)/C(=C\c1ccco1)NC(=O)c1ccc(Br)o1	-2%	-17%	1%	-2%	-11%	-4	13%	-15%	4%
CCOC(=O)N1CCN(Cc2nc3cc(NC(=O)c4ccc(F)cc4)ccc3n2C(C)C)CC1	nt	6%	-14%	-15%	8%	-4	25%	-10%	-3%
Cc1ccccc1-c1cncnc1N(C)Cc1ccco1	-12%	nt	-2%	?	nt	nt	nt	-15%	nt
Cc1c(Cl)ccc2sc(NC(=O)c3ccc(S(=O)(=O)N4CCCC4)cc3)nc12	nt	-13%	-5%	-1%[60.1 µM]	-16%	-6	-2%	0%	-2%
Cc1ccc(O)c(C(=O)c2cnc3c(c2)c(=O)n(C)c(=O)n3C)c1	-1%	29%	-5%	4%	-5%	-10	13%	-4%	5%
CC(C)CC(=O)Nc1cccc(-c2nc3ncccc3o2)c1	49%	-1%	5%	6%	-5%	-1	-15%	8%	-15%
CCN1CCN(C(=O)C2CCC(CNS(=O)(=O)c3ccccc3)CC2)CC1 (centres undefined)	7%	4%	-11%	-2%[60.1 µM]	6%	-2	85%	-10%	nt
Fc1cccc(NC(=S)NCc2cccnc2)c1	3%	-9%	11%	-5%	-14%	-8	3%[57.1 µM]	?	2%
Cc1cccc(/C=N/n2c(-c3ccco3)n[nH]c2=S)c1	1%	-33%	-12%	-5%	-4%	-3	0%	-30%	-4%
Cc1cn2c(=O)cc(COC(=O)C(C)Oc3ccccc3)nc2s1 (centres undefined)	nt	-9%	-6%	0%	-16%	-3&-9	1%	4%&-21%	2%
O=C(COC(=O)/C=C/c1ccccc1)NCc1cccs1	48%	4%	nt	-4%	-11%	0	nt	-14%	4%
COc1cccc(C=Nc2cccc3c(=O)[nH][nH]c(=O)c23)c1O	-1%	-25%	-6%	0%	3%	5	-22%	-7%	4%
CN(C)c1ccc(CNS(=O)(=O)c2csc(C(N)=O)c2)cc1	-10%	2%&12%	-2%&5%	-7%&-16%	-8%&-12%	-10&-3	-14%&4%	-2%&-19%	-14%&-3%
COc1cccc(NC(=O)CN(C)CC(=O)Nc2ccc(C)c(S(=O)(=O)N3CCOCC3)c2)c1	nt	-5%	nt	-7%	-20%	3	nt	25%	18%
COc1ccc(NC(=O)CN2C(=O)CCc3cc(S(=O)(=O)N4CCOCC4)ccc32)cc1Cl	nt	3%	7%	-6%[60.1 µM]	-16%	-9	17%	-19%	0%
O=C(c1nc2ccccn2c1CNCCCn1ncc2ccccc21)N1CCCC1	2%	8%	-9%	8%	-11%	-4	38%	1%	13%
O=C(C1COc2ccccc2O1)N(Cc1cccnc1)c1nc2ccc(F)cc2s1 (centres undefined)	nt	-15%	3%	-4%[60.1 µM]	2%	2&-7	18%	-19%&-6%	-2%
Cc1ccc(C(=O)CCC(=O)Nc2ccc(C)cc2C)cc1	nt	4%	-12%	-12%[60.1 µM]	-1%	-3	6%	11%	1%
COc1ccc(S(=O)(=O)NC(C)C(=O)NCc2ccccn2)cc1OC (centres undefined)	42%	1%	-4%	2%	-21%	-6	51%	24%	-4%
O=C1N=C(N2CCOCC2)S/C1=C1\C(=O)N(Cc2ccccc2)c2ccccc21	11%	-1%	-6%	-4%	-11%	-7	18%	?	-4%
CCCc1nc2nc(C)c(NS(=O)(=O)c3ccc(Cl)cc3)c(=O)n2[nH]1	14%	3%	0%	-15%	1%	-5	14%	-25%	-6%
CN(Cc1ccccc1)C(=O)CN1C(=O)NC2(CCCCCCC2)C1=O	37%[activator]	-2%	nt	-6%	-5%	-12	nt	-7%	nt
Cc1ccc(C(=O)NCC(C)NC(=O)c2ccc(C)c(C)c2)cc1C (centres undefined)	nt	-4%	nt	4%	-6%	-4	nt	?	10%
CCOC(=O)c1ccc2c(c1)[nH]c(=S)n2CC	0%	-16%	-10%	-16%	-21%	-4	-1%	-24%	9%
OCCC1CN(CC2CC2)CCN1Cc1ccc(F)c(F)c1 (centres undefined)	12%	-10%	-8%	-13%	-7%	-7	44%	6%	-17%
COc1ccc(OCCNC(=O)c2ccccc2Cl)cc1	-8%	9%	5%	4%	-4%	-1	0%	30%	-3%
C=CCn1c(NCc2ccccc2OC)nc2ccccc21	12%	-26%	-12%	7%	-11%	-1	?	24%	15%
O=C(CN(C(=O)c1csnn1)c1ccc(Cl)cc1)NCc1ccc2c(c1)OCO2	48%[activator]	-25%	-8%	-1%	-24%	-3	14%	23%	3%
O=C1Nc2ccccc2/C1=C/c1ccc([N+](=O)[O-])cc1	9%	-3%	4%	-3%	-15%	-1	3%	41%	-9%
CN(Cc1ccccn1)C(=O)c1ccc2nc(Cc3cccc(Cl)c3)oc2c1	-3%	-2%	?	0%	-19%	-3	18%	13%	-2%
CCOc1ccc(-n2cc(-c3ccccc3)c3c(NCc4ccccc4)ncnc32)cc1	nt	16%	79%[activator]	-12%[60.1 µM]	-12%	-3	?	-21%	1%
O=C1C=C(c2ccc(Br)c3ccccc23)C[C@@H](c2ccc3c(c2)OCO3)C1	8%	-9%	nt	7%	-9%	-2	nt	-9%	27%
O=C(N/C(=C\c1cccnc1)C(=O)N1CCC(O)CC1)c1ccccc1	38%[activator]	-18%	5%	-15%	-8%	-3	1%	2%	-2%
Cc1cccc(NC(=O)CSc2nc3c([nH]c4ccccc43)c(=O)n2C)c1C	nt	3%	-3%	-1%[60.1 µM]	-12%	-7	-12%	-21%	0%
O=C(c1ccc(NS(=O)(=O)c2ccc(F)cc2)cc1)N1CCCCC1	7%	25%	nt	0%	7%	-9	nt	?	-3%
Nn1c(SCC(=O)Nc2ccc3c(c2)OCO3)nnc1-c1ccccc1	7%	10%	?	-7%	3%	2	-28%	18%	-2%
C[C@]12CS(=O)(=O)C[C@H]1SC(=S)N2c1ccccc1	?	13%	29%	-5%	-13%	-8	2%	150%[activator]	11%
CCOc1ccc(NC(=O)CN(C)C(=O)c2cc(S(=O)(=O)N3CCCCCC3)ccc2OC)cc1OCC	16%	-12%	nt	-5%	-8%	0	nt	1%	1%
Nc1c(C(=O)NCCN2CCOCC2)c2nc3ccccc3nc2n1-c1cccc(F)c1	0%	20%	820%[activator]	-13%	-8%	-2	?	249%[activator]	-10%
CC1(C)SC(C)(C)N(C=O)C1C(=O)O (centres undefined)	nt	31%	nt	-13%	-2%	-4	nt	30%[activator]	-9%
Cc1ccc(C(=O)CSc2nnnn2-c2ccccc2)o1	0%	0%	?	-11%	-13%	-1	-1%	-16%	0%
COc1ccc(OC)c(/C=C(\C)C(=O)c2c(C)cc(C)[nH]c2=O)c1	nt	-5%	nt	1%	-6%	-11	nt	19%	-1%
O=C(c1ccc2[nH]c(=O)c(=O)[nH]c2c1)N1CCc2ccccc2C1	-5%	-15%	0%	-3%	-20%	2	25%	31%[activator]	10%
COc1ccc(C2Nc3ccccc3C(=O)N2Cc2ccccc2)cc1OC (centres undefined)	nt	15%	nt	6%	-21%	-10	nt	36%[activator]	-9%
CCC1SC2=NC(C)=C(C(=O)OCCOC)C(c3ccc(C(=O)OC)cc3)N2C1=O (centres undefined)	-9%	-32%	?	-5%	-6%	1	8%	-22%	-4%
CCOc1ccccc1Nc1nc2ccccc2c2nncn12	nt	-2%	3%	7%	-3%	-4	24%	-23%	-1%
NC(=O)CC(NC(=O)c1ccccc1)c1ccc(N2CCN(c3ccccn3)CC2)c([N+](=O)[O-])c1 (centres undefined)	8%	9%	-17%	-6%	-5%	-4	35%	?	-2%
COc1ccc(-n2ncc3c2CC(C)(C)CC3NC(=O)C2CCN(C(C)=O)CC2)cc1 (centres undefined)	82%[activator]	-3%	-6%	3%	-6%	-2	-19%	-23%	27%
Cc1ccccc1NC(=O)C(=O)NCc1ccccn1	0%	22%	0%	-8%	-23%	1	3%	22%	0%
